Growth percent in the NCI-60 one-dose screen (48 h, 10 µM unless noted): 100 = growth as untreated, 0 = no growth, -100 = all killed.
HS 578T: HS 578T breast cancer. 4.1% of 78,000 active. AID 1794788
K-562: K-562 leukemia; 7.4% of 78,000 active
SR: SR leukemia cells; 8.7% of 73,000 active
MCF7: MCF7 breast cancer | 6.3% of 82,000 active
T-47D: T-47D breast cancer; 5% of 79,000 active; AID 1794792
MDA-MB-231: MDA-MB-231 breast cancer | 5% of 81,000 active
BT-549: BT-549 breast cancer; 4.4% of 78,000 active; AID 1794793
MDA-MB-468: MDA-MB-468 breast cancer | AID 2202374 | 8.5% of 78,000 active
* hit, by the source's call; . = not tested or not shown; & = joins results of further samples; ! = not active in a repeat. How the source made its calls: active means growth percent below 10; inactive means the rest. Random draw from the library. Share with any hit: about 14%.

1	COC(=O)c1ccc(CSc2nnc(-c3c(C)nc4ccc(C)cn34)o2)cc1
2	CCCCCCCCCCCCCCCCNC(=S)N/N=C/c1ccc(Cl)cc1Cl
3	N#Cc1ccc(/C=C/C(=O)c2ccccc2)cc1
4	CC1(C)OB(c2ccccc2NC(=O)Nc2ccc(F)cc2)OC1(C)C
5	C#CCOc1ccc(/C=N/Nc2nc(-c3ccc(OC)cc3)cs2)cc1OC
6	O=c1c2ccccc2[nH]n1CCCN1CCCCC1
7	COC1OC(CO)C(OC)C(O)C1NC(O)COCCOC(O)CNC(=S)N=Nc1c(O)[nH]c2ccc(F)cc12 (configuration not stated)
8	COc1cc(-c2nc3sccn3c2-c2ccnc(NCCNS(=O)(=O)c3ccc(Cl)cc3)n2)ccc1F
Compound	1	2	3	4	5	6	7	8
HS 578T	105	114	102&128	95	83	98	101	49
K-562	83	99	6.1*	96	27	102	108	14
SR	.	77	-64*	113	39	112	100	34
MCF7	86	99	3.7*!	93	34	99	98	18
T-47D	89	101	82&88	96	40	98	101	1.6*
MDA-MB-231	84	125	103&103	96	73	127	101	69
BT-549	100	118	96&98	117	40	111	127	31
MDA-MB-468	93	122	49&43	107	29	96	100	30

9	CC(=O)Nc1ccc(S(=O)(=O)/N=C(/C2CCCC2C)N2CCOCC2)cc1 (configuration not stated)
10	Nc1nnc(-c2c[nH]c3ncccc23)c(-c2c[nH]c3ccc(Br)cc23)n1
11	COc1ccc(-c2nc3c(c(C)nc4c3nnn4-c3ccccc3)c(=O)o2)cc1
12	COc1cc(C2CC(c3cccc(Nc4ccncc4)c3)=NN2C(C)=O)cc(OC)c1OC (configuration not stated)
13	CN1CCC(CNc2cc(C3(C(=O)Nc4cc(C(=O)Nc5ccc(Cl)c(C(F)(F)F)c5)ccc4F)CC3)ncn2)CC1
14	COC(=O)C(CC(=O)Nc1ccc(F)cn1)c1ccc(C(F)(F)F)cc1 (configuration not stated)
15	CCCCCCCCCCCCCCCc1ccc(N)c(OC2OC(CO)C(O)C(O)C2O)c1 (configuration not stated)
16	O=C(O)CNC1=NCCN1
Compound	9	10	11	12	13	14	15	16
HS 578T	109&103	34	105	86	14	101	103	99
K-562	94&117	33	105	35	-60*	96	83	100
SR	96&99	19	93	27	-27*	97	40	87
MCF7	100&99	23	97	73	-43*	99	94	97
T-47D	90&116	22	.	85	64	104	104	95
MDA-MB-231	104&105	42	124	93	-32*	98	70	105
BT-549	102&114	39	106	103	52	109	55	.
MDA-MB-468	109&96	50	110	87	-7.6*	96	77	.

17	COc1cc(-c2nc(-c3nnc(-c4ccccc4)o3)c3ccccn23)cc(OC)c1OC
18	O=C1/C(=C/c2ccc(B(O)O)cc2)Oc2cc(O)ccc21
19	COc1ccc(S(=O)(=O)NCCCNc2cc(-c3cn(C(C)(C)C)nc3-c3cccc(OC)c3)ccn2)cc1
20	CCOC(=O)N1CCN(Cc2c(O)ccc3ccccc23)CC1
21	Cc1ccc(-c2ccc(Cl)cc2)n1-c1ccc(-c2nc3ccc(F)cc3s2)cc1
22	COc1cc(OC)cc(-c2cc(-c3c[nH]c4ccccc34)nc(-c3c[nH]c4ccccc34)c2C#N)c1
23	O=C(Cc1cccc2ccccc12)N/N=C/c1ccc2c(c1)CCC2
24	O=C(C[n+]1ccccc1)c1ccc(I)cc1
Compound	17	18	19	20	21	22	23	24
HS 578T	70	94	101&102	103	70	102	85	95
K-562	83	99	46&104	95	92	93	17	106
SR	72	89	84	92	79	81	23	103
MCF7	71	111	90&96	100	82	91	80	97
T-47D	78	111	65&101	101	81	98	.	87
MDA-MB-231	94	110	92&108	111	78	101	75	111
BT-549	77	105	94&109	108	98	104	93	80
MDA-MB-468	85	105	82&103	107	91	92	72	100

25	CCN(CC)CC(O)CO (configuration not stated)
26	COC(=O)c1ccc(NC(=O)Cn2cc(CN3CCN(c4ccnc5cc(Cl)ccc45)CC3)nn2)cc1
27	CC[C@H](Nc1ncnc2nc[nH]c12)c1nc2cccc(CCCCC(=O)NO)c2c(=O)n1-c1ccccc1
28	O=C1c2ccccc2C(=O)c2c(N=Nc3sc(=S)[nH]c3O)cccc21
29	COc1ccc(-c2nc(N/N=C/c3ccco3)nc(N3CCOCC3)c2C#N)cc1
30	O=C(/C=C/c1coc(-c2ccc(F)cc2)n1)c1ccc(F)cc1
31	Nc1ccc2c(c1Br)Cc1ccccc1-2
32	CN1C(=O)c2c3c(cc4cccc1c24)C(C)(C)NC3=O
Compound	25	26	27	28	29	30	31	32
HS 578T	110	84	72	88	81	98	95	101
K-562	95	88	78	88	88	98	95	103
SR	74	83	33	86	60	88	94	.
MCF7	101	95	75	91	35	71	51	92
T-47D	107	105	69	88	54	70	88	79
MDA-MB-231	108	74	103	91	86	92	75	105
BT-549	97	100	88	108	78	101	89	94
MDA-MB-468	104	103	65	97	36	103	111	103

33	C[C@]1(Cn2ccnn2)C(C(=O)O)N2C(=O)CC2S1(=O)=O (some centres not stated)
34	O=S(=O)(c1ccccc1)c1no[n+]([O-])c1-c1ccncc1
35	CS(=O)(=O)Nc1cccc(NS(C)(=O)=O)c1
36	COc1ccc(C(=O)/C=C/c2cccnc2Nc2cc(OC)c(OC)c(OC)c2)cc1
37	COc1ccc(-c2c3c(C)nn(-c4ccccc4)c3nc3nc[nH]c(=O)c23)cc1
38	CC/C(=C(/c1ccc(O)cc1)c1ccc(OCCN(C)C(=O)CCOCCNC(=O)Cc2ccc3c(c2)CN([C@@H]2CCC(=O)NC2=O)C3=O)cc1)c1ccccc1
39	CCOC(=O)c1cc(CC)sc1N
40	CCc1cc(OC(=O)N2CCN(CCC(C)(COC(C)(C)C)COC(C)(C)C)CC2)ccc1Nc1cc(-c2ccc(-n3cccn3)cc2)[nH]n1
Compound	33	34	35	36	37	38	39	40
HS 578T	93	99	106	37	95	30	100	68
K-562	.	104	101	.	95	.	104	52
SR	100	112	98	-0.7*	72	.	104	38
MCF7	95	98	99	13	89	31	99	50
T-47D	100	92	91	44	78	25	96	61
MDA-MB-231	102	115	107	49	97	-5.7*	127	84
BT-549	123	101	105	36	109	-26*	95	108
MDA-MB-468	108	96	108	10.0*	93	-18*	105	82

41	O=C1c2ccccc2C(=O)c2c1cccc2S(=O)(=O)O
42	O=C(O)CCC(NC(=O)c1ccccc1C(=O)O)C(=O)O (configuration not stated)
43	CCc1cccc2c1S/C(=C/c1ccc(Cl)cc1)C2=O
44	O=C(CSc1nnc(COc2cnc3ccccc3n2)o1)Nc1ccc(Cl)cc1
45	O=C(Nc1nc(-c2c[nH]c3ccccc23)cs1)c1n[nH]c(=O)c2ccccc12
46	CCCCCCOc1cccc(/C=C2\N=C3SCCCN3C2=O)c1
47	CC(C)NS(=O)(=O)c1ccc(NCc2ccccc2F)c([N+](=O)[O-])c1
48	COc1cc2c(cc1OCCCN1CCN(c3ncnc4ccccc34)CC1)N=CC1CCCN1C2=O (configuration not stated)
Compound	41	42	43	44	45	46	47	48
HS 578T	115	119	88	86	76	97	97	-58*
K-562	102	96	80	93	48	84	79	-25*
SR	95	87	79	.	23	91	.	-43*
MCF7	94	98	52	93	44	92	91	-17*
T-47D	106	107	68	94	87	56	83	25
MDA-MB-231	120	108	88	94	77	90	94	-34*
BT-549	.	104	112	98	70	107	66	.
MDA-MB-468	110	96	94	109	.	85	82	.

49	O=C1CN(Cc2ccncc2)C(=O)[C@H](Cc2ccc(O)cc2)N1
50	c1cn2cc(-c3ccsc3)nc(-c3ccc4c(c3)ncn4C3CCCCC3)c2n1
51	COc1cc(CNC(=O)CCCC/C=C/C(C)C)ccc1OCc1cn(-c2ccc(C)cc2)nn1
52	CCCCCCCCCCCCCCC(=O)N[C@@H](CCC(=O)N[C@@H](CSc1ccc([N+](=O)[O-])cc1[N+](=O)[O-])C(=O)NCC(=O)OCC)C(=O)Oc1ccccc1C1CC(=O)c2ccccc2O1 (some centres not stated)
53	CCc1c2c(nc3ccc(OCc4ccc(B(O)O)cc4)cc13)-c1cc3c(c(=O)n1C2)COC(=O)[C@]3(O)CC
54	CCC1NC(=O)c2cc(S(N)(=O)=O)c(Cl)cc2N1 (configuration not stated)
55	Nc1nc(=O)[nH]c2ccc(S(=O)(=O)c3ccc(Cl)cc3)cc12
56	O=C(Nc1cccc(Cl)c1)c1cc(Cl)ccc1O
Compound	49	50	51	52	53	54	55	56
HS 578T	92	94	90	114	37	112	105	-7.8*
K-562	100	78	80	103	.	.	88	16
SR	104	86	76	106	-2.8*	103	79	12
MCF7	91	100	96	107	1.6*	106	90	4.2*
T-47D	83	36	77	84	-1.3*	104	94	-12*
MDA-MB-231	101	99	72	81	29	109	111	1.3*
BT-549	98	101	105	106	-3.7*	114	94	-6.5*
MDA-MB-468	99	78	92	109	-48*	107	107	-1.3*

57	C=C1[C@H](OC(=O)C(C)C)[C@@H](OC(C)=O)[C@@H](OC(=O)c2cccnc2)C(C)(C)/C=C/[C@@H](C)C(=O)[C@@]2(O)C[C@H](C)[C@H](OC(=O)C(C)C)[C@@H]2[C@H]1OC(C)=O
58	COc1ccc(C(=O)/C=C/c2ccc(Oc3nc(NCCO)nc(N4CCOCC4)n3)c(OC)c2)cc1
59	C[C@]12CCc3nc(Nc4cccc(O)c4)sc3C1=CC[C@@H]1[C@@H]2CC[C@]2(C)/C(=N\NC(N)=S)CC[C@@H]12
60	COc1cc(/C=N/NC(=O)CSc2nc3sc4c(c3c(=O)n2-c2ccc(Cl)cc2)CCCC4)ccc1OCc1ccccc1
61	COc1ccc(-c2nocc2-c2cc(OC)c(OC)c(OC)c2)cc1
62	COc1cc(-c2cn(-c3ccc(Cl)cc3)c(=O)n2C(C)=O)cc(OC)c1OC
63	CN1C(=O)C(C2=NNC(c3ccccc3C(=O)O)C2)C(=O)N(C)C1=O (configuration not stated)
64	COc1ccc(Nc2nn3c(C)cc(C)nc3c2C(=O)Nc2ccccc2)c(OC)c1
Compound	57	58	59	60	61	62	63	64
HS 578T	85	78	-0.1*	72	27	89	94	102
K-562	94	6.9*	3.2*	99	13	84	94	90
SR	89	5.2*	8.8*	94	24	109	101	.
MCF7	92	13	-39*	82	24	92	100	91
T-47D	74	94	20	102	40	75	87	71
MDA-MB-231	93	85	26	87	26	88	109	99
BT-549	102	91	7.6*	110	49	95	104	94
MDA-MB-468	102	63	-33*	105	-16*	.	96	87

65	CSc1ccc2c(c1)N(C(=O)/C(C#N)=C/c1c[nH]c3ccccc13)c1ccccc1S2
66	NCCCCCCCCCCN
67	O=C1NC(c2ccc(Cl)cc2)N=C2C(c3ccccc3)=NOC12 (configuration not stated)
68	C=C(C)[C@@H]1CC[C@]2(CN)CC[C@]3(C)[C@H](CC[C@@H]4[C@@]5(C)CCC(=O)NC(C)(C)[C@@H]5CC[C@]43C)[C@@H]12
69	CCCCCCCCCCCCNC(=O)[C@H]1CSC(c2ccsc2)N1 (some centres not stated)
Compound	65	66	67	68	69
HS 578T	38	112	108	84	-56*
K-562	16	93	104	-4.6*	-57*
SR	34	87	115	-27*	-44*
MCF7	23	100	94	42	-67*
T-47D	30	109	100	54	-41*
MDA-MB-231	53	109	114	59	-81*
BT-549	56	101	98	81	-68*
MDA-MB-468	12	96	106	35	-74*

Structures from the list above that contain two or more sulfur atoms:
8	COc1cc(-c2nc3sccn3c2-c2ccnc(NCCNS(=O)(=O)c3ccc(Cl)cc3)n2)ccc1F
28	O=C1c2ccccc2C(=O)c2c(N=Nc3sc(=S)[nH]c3O)cccc21
35	CS(=O)(=O)Nc1cccc(NS(C)(=O)=O)c1
59	C[C@]12CCc3nc(Nc4cccc(O)c4)sc3C1=CC[C@@H]1[C@@H]2CC[C@]2(C)/C(=N\NC(N)=S)CC[C@@H]12
60	COc1cc(/C=N/NC(=O)CSc2nc3sc4c(c3c(=O)n2-c2ccc(Cl)cc2)CCCC4)ccc1OCc1ccccc1
65	CSc1ccc2c(c1)N(C(=O)/C(C#N)=C/c1c[nH]c3ccccc13)c1ccccc1S2
69	CCCCCCCCCCCCNC(=O)[C@H]1CSC(c2ccsc2)N1 (some centres not stated)
Compound	8	28	35	59	60	65	69
HS 578T	49	88	106	-0.1*	72	38	-56*
K-562	14	88	101	3.2*	99	16	-57*
SR	34	86	98	8.8*	94	34	-44*
MCF7	18	91	99	-39*	82	23	-67*
T-47D	1.6*	88	91	20	102	30	-41*
MDA-MB-231	69	91	107	26	87	53	-81*
BT-549	31	108	105	7.6*	110	56	-68*
MDA-MB-468	30	97	108	-33*	105	12	-74*

Bioassay records deposited in PubChem BioAssay by NCI.
